# GPR151 ag = activators of human GPR151 | Q8TDV0 | PathHunter beta-arrestin GPR151 cells, luminescence | activation, % at 11.2 µM | 650,000 tested, 1% active | AID 1508602; in the data active = activation above about 4.9%;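 note: 0% = median of compound wells and 100% = cells with positive control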
# Target sequence (Q8TDV0 whole entry, looked up): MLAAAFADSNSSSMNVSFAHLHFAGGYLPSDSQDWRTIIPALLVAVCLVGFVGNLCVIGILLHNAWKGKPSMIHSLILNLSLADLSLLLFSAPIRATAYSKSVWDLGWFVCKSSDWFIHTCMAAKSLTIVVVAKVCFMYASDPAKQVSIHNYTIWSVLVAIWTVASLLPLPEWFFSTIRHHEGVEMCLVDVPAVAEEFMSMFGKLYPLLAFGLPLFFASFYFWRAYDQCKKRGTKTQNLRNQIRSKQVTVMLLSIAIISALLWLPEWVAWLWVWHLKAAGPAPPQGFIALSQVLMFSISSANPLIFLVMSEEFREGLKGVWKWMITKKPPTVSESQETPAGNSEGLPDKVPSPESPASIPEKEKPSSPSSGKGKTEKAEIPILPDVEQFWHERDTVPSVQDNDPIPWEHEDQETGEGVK
# FBW7 act = activators of human E3 ligase FBW7; AlphaScreen FBW7–phospho-cyclin E peptide binding, activator screen; normalized activity (activation), % at 26.1 µM; 650,000 tested, 0.13% active; AID 1259310; in the data active = normalized activity above about 1.9%;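 note: purified mutant Fbw7 with reduced substrate affinity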
# Target sequence (Q969H0 whole entry, looked up): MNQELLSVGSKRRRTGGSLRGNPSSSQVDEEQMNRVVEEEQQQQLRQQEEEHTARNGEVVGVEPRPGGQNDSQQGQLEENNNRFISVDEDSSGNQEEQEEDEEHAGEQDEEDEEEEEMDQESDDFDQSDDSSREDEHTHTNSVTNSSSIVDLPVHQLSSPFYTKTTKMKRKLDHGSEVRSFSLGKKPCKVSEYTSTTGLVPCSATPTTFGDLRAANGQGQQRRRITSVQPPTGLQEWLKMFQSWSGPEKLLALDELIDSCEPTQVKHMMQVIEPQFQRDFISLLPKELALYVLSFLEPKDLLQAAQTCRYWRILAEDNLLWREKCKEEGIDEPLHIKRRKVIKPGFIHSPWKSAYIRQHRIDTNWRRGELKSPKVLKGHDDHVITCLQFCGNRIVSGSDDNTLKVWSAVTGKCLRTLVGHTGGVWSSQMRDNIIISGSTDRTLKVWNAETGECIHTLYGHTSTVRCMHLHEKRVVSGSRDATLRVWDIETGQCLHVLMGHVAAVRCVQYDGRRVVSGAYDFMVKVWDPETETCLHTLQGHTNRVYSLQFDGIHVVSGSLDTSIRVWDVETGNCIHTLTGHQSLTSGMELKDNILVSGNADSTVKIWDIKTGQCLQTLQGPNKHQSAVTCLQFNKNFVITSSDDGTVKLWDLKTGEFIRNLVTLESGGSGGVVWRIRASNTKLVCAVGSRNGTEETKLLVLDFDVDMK
# MITF inh = human MITF inhibition, primary screen; AlphaScreen MITF homodimerization, bead proximity signal; inhibition, % at 2.6 µM; O75030; 650,000 tested, 0.91% active; in the data active = inhibition above about 50%;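 note: 0% = vehicle wells with protein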
# TEAD-YAP block = TEAD-YAP interaction inhibition; HEK-TIYL cells, TEAD-Gal4/YAP UAS-luciferase luminescence; inhibition, % at 9.12 µM; 640,000 tested, 1.4% active; AID 1259422; in the data active = inhibition above about 32%;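 note: 0% = median of test compound wells and 100% = reference inhibitor wells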
# * = called active by the depositor; x = no result given.
Structure | GPR151 ag | FBW7 act | MITF inh | TEAD-YAP block
CCCn1c(/N=C/c2cc([N+](=O)[O-])ccc2O)nc2ccccc21 | 0.9 | 0.0 | -1 | -9
Cn1c(=O)c2cc(C(=O)NCc3ccccn3)sc2c2ccccc21 | -0.4 | 0.5 | 13 | -2
Cc1ccccc1NC(=O)C1CCCN(S(=O)(=O)c2ccc3c(c2)oc(=O)n3C)C1 (centres undefined) | -0.4 | 0.1 | 10 | 12
COc1cccc2cc(C(=O)Nc3cccc([N+](=O)[O-])c3)c(=O)oc12 | -0.3 | 0.1 | 6 | -10
COc1ccc(-n2nc(C(=O)NCC(=O)NCC3CCCO3)c3ccccc3c2=O)c(OC)c1 (centres undefined) | -0.3 | -0.1 | -3 | 7
Cc1ccc(Cl)cc1-n1c(SCC(=O)NCc2ccco2)nc2n[nH]c(C)c2c1=N | -0.9 | 0.5 | 14 | -2
COc1cc(C2C(C#N)=C(N)Oc3n[nH]c(-c4ccc(C)cc4)c32)ccc1OCc1ccc(F)cc1 (centres undefined) | 3.4 | -0.1 | 3 | -24
COc1ccc(-c2nnc(SCc3ccc(C(=O)O)cc3)o2)cc1OC | 0.1 | -0.1 | -5 | -1
O=C(C1CCCCC1)N1CCN(c2ccc(-c3ccncc3)nn2)CC1 | -1.7 | -0.2 | -12 | -7
CCOC(=O)c1cc(C)n(CC2CCC(C(=O)N3CCCC3)CC2)c1C (centres undefined) | 0.1 | -0.1 | 5 | 7
CC(=O)Nc1ccc(Nc2nc(NCCCN3CCCC3=O)nc3c2ncn3C(C)C)cc1 | -1.5 | 0.0 | 2 | 10
CCCCCNC(=O)c1cc(S(=O)(=O)N(CC)CC)ccc1F | 0.2 | 0.1 | -7 | -18
O=C(CN1C(=O)c2cccc([N+](=O)[O-])c2C1=O)OCc1ccc(Cl)c(Cl)c1 | 4.3 | 0.5 | 10 | 13
COc1cc(C(C)=O)ccc1OCC(O)CNCCC1=CCCCC1 (centres undefined) | 0.8 | 0.0 | 23 | -5
Nc1nc(SCC(=O)c2cccs2)n[nH]1 | -1.0 | 0.6 | 21 | -7
COc1ccc2c(c1)OC(C)CN(CC(=O)NCc1cn3ccc(C)cc3n1)C2 (centres undefined) | -0.8 | -0.2 | -6 | 7
COc1ccc(N2CCN(c3ncnc4sc(C(=O)N5CCC(C)CC5)c(C)c34)CC2)cc1 | 1.0 | 0.1 | 1 | 4
COC(=O)c1sc(N)c(C(=O)OC)c1COC(=O)c1cc(Cl)c(OC)c(OC)c1 | 1.1 | -0.2 | 5 | 0
CCOC(=O)c1cnn(-c2nc3ccccc3[nH]2)c1CN1CCCCC1C(=O)OCC (centres undefined) | 0.2 | 0.0 | 5 | -7
Cn1c(COc2ccc(Cl)cc2)nnc1SCC(=O)NC1CCCCC1 | -0.7 | 0.2 | 3 | 10
O=C1c2ccccc2NC2(CCCC2)N1N=C1CCCC1 | -1.2 | 0.3 | -9 | -57
O=c1cc(CN2CCCCCC2)c2c(ccc3ccccc32)o1 | -0.8 | 0.0 | 12 | 3
CC(=O)Oc1cc(C)cc2oc(=O)cc(-c3ccccc3)c12 | 1.5 | -0.1 | -1 | -12
O=C1CCCCCC1Cn1cnnc1 (centres undefined) | 0.6 | 0.1 | 4 | 7
Cc1ccc(N2C(=O)N(CC(=O)N3CCC(C)CC3)c3ccccc3S2(=O)=O)cc1F | -1.3 | 0.2 | 5 | 7
CC(C)(C)CN1CCNC(=O)C1CC(=O)N1CCN(c2ccccc2)CC1 (centres undefined) | 1.3 | 0.3 | 13 | -1
Cc1ccc(C(C(=O)NC(C)(C)C)N(C(=O)c2csnn2)c2cccc(Cl)c2)o1 (centres undefined) | -0.7 | -0.1 | 4 | 4
NNC(=O)c1ccccc1NC(=O)C12CC3CC(CC(C3)C1)C2 | -0.3 | -0.1 | 4 | 5
CCOc1ccc2[nH]c3cc([N+](=O)[O-])ccc3c(=O)c2c1 | 0.1 | 0.9 | 13 | 9
Cn1c(CNC(=O)c2ncoc2-c2ccc(F)cc2)nc2ccccc21 | 1.1 | 0.0 | -6 | -6
CC(=O)C1=NN(c2ccc(Cl)cc2)C(c2cccs2)N1c1ccccc1 (centres undefined) | -1.9 | 0.2 | -8 | 0
COc1ccc(CC2(CO)CCN(S(=O)(=O)c3cc(C)sc3C)CC2)cc1 | -0.1 | -0.2 | -1 | 8
O=C(c1cccc(C(F)(F)F)c1)N(c1ccc(F)cc1)C1C=CS(=O)(=O)C1 (centres undefined) | 2.5 | 0.1 | 9 | 3
COc1ccc(-n2ccn(CC(=O)Nc3ccc(C)cc3)c2=O)cc1 | -0.2 | 0.5 | -4 | 4
C=CCNC(=O)CCc1nc(-c2ccccc2Cl)no1 | -0.1 | 0.2 | -13 | 2
O=C(CNC(=O)c1ccco1)OCC(=O)c1ccc(OC(=O)c2ccccc2)cc1 | 0.5 | 0.1 | 5 | -4
Cc1ccc(Cl)cc1NC(=O)C(=O)NCc1cccnc1 | -0.6 | 0.0 | -16 | -6
COCCN=c1scc(-c2cccs2)n1/N=C/c1ccc(O)c(O)c1O | -1.2 | -0.1 | 9 | 16
COc1ccc(CNn2c(-c3ccc(Br)cc3)nc3ccccc3c2=O)cc1OC | 0.2 | 0.0 | 1 | 7
COc1ccccc1NC(=O)COc1ccccc1C=O | 2.5 | 0.0 | -23 | -1
Cc1[nH]ncc1-c1ccc(NC(=O)NCc2ccccc2)cc1 | 1.6 | -0.1 | -8 | 25
Cc1nnc(SCC(=O)n2c3ccccc3c3ccccc32)s1 | -1.1 | 0.1 | 5 | -3
CCCCc1ncc(CN2CCN(Cc3ccc(F)c(F)c3)C(CCO)C2)[nH]1 (centres undefined) | -0.9 | -0.1 | 6 | 11
COc1ccc(C(=O)Nc2ccccc2)cc1S(=O)(=O)Nc1cc(C)on1 | 1.1 | -0.1 | 69* | -2
O=C(NCc1ccccn1)c1cc(F)c(F)cc1Cl | -0.1 | 0.1 | 14 | -7
CCOc1cc(/C=N/n2cnnc2)ccc1OS(=O)(=O)c1ccccc1 | 0.9 | 0.0 | -23 | -8
CCOC(=O)C1CCN(Cc2ccc(OC)c(OC)c2)CC1 | -1.8 | 0.1 | 12 | 7
Cc1cc(C)c(N(CC(O)COc2ccccc2)S(C)(=O)=O)c(C)c1 (centres undefined) | 0.6 | 0.2 | 3 | 3
O=C(O)C1CSC(c2cccc(OCc3ccc(Cl)cc3)c2)N1 (centres undefined) | -0.8 | 0.2 | 8 | -53
Cc1ccc2occ(CN3CCC4(CC3)CC4C(=O)N3CCCN(C)CC3)c(=O)c2c1 (centres undefined) | -0.8 | 0.0 | -16 | -14
COc1ccc(CCNC(=O)c2n[nH]c(=O)c3ccccc23)cc1OC | 1.9 | 0.0 | 11 | -8
COc1ccc(N=c2scc(-c3ccc(OC)cc3)n2CCN2CCOCC2)cc1 | 1.6 | -0.2 | 4 | 6
CC(C)(c1ccc(OC(=O)Nc2ccccc2)cc1)c1ccc(OC(=O)Nc2ccccc2)cc1 | -1.5 | -0.2 | -4 | -13
COc1ccc(OCCOCCOc2ccccc2[N+](=O)[O-])cc1 | 0.1 | -0.1 | -11 | 12
Cc1ccc(C(=O)O/N=C(\N)c2cccc([N+](=O)[O-])c2)cc1Cl | -1.1 | -0.2 | 8 | -9
CN(C)CCOc1ccc(CN[C@H]2C[C@H]3C(=O)N[C@@H](CSCc4ccccc4)C(=O)N3C2)cc1 | 1.4 | 0.0 | 3 | -6

# Additional results.
Structure | GPR151 ag | FBW7 act | MITF inh | TEAD-YAP block
O=[N+]([O-])c1ccc(/C=C(Cl)/C=N\n2cnnc2)cc1 | 0.0 | 0.1 | 9 | 4
CCn1cc(-c2ccc3ccccc3n2)c(=S)c2ccccc21 | -0.5 | -0.4 | 16 | -6
CCCCC(C)NC(=O)C1CC(=O)N(c2ccc(OCC)cc2)C1 (centres undefined) | 5.5* | 0.1 | -10 | 7
CCSc1nc2c(c(=O)[nH]1)C(C)(C1CCCCC1)Cc1ccccc1-2 (centres undefined) | 0.1 | 0.3 | 3 | 8
Cc1ccc(CN2C(=O)CSc3ccc(NC(=O)NCc4cccs4)cc32)cc1 | 0.3 | -0.1 | 8 | 5
C1CCc2sc(CN3CCCC(N4CCOCC4)C3)nc2C1 (centres undefined) | -0.6 | -0.2 | 5 | 4
CCN=C(N)N1CCN(c2ccc(OC)cc2)CC1 | 2.8 | -0.1 | 2 | 2
O=C(/C=C(\O)c1cccc(Br)c1)C(F)(F)F | 0.1 | -0.2 | -8 | -2
S=C(Nc1ccc(Oc2ccccc2)cc1)N(CCCN1CCOCC1)Cc1cccs1 | -0.3 | 1.0 | 19 | 8
O=C(O)COc1ccc(/C=C2/C(=O)NC(=O)N(c3ccccc3F)C2=O)cc1 | -0.6 | 0.0 | 15 | -1
O=C(N/N=C/c1ccncc1)NC1CCCCC1 | -0.4 | 0.0 | 15 | -1
COc1nn(C)cc1-c1nnc(SCC(=O)c2ccccc2)n1C | -2.9 | 1.2 | 21 | 3
COc1cccc(CSc2nc3cccnc3n2C)c1 | -0.6 | -0.1 | 3 | -35
CCOc1ccccc1NC1=C(Cl)C(=O)N(c2ccc(C)cc2)C1=O | 0.1 | 0.3 | -3 | 4
O=C(c1ccccc1F)N1CCN(C2CC(=O)N(c3ccc(F)cc3)C2=O)CC1 (centres undefined) | 0.4 | 0.1 | -7 | -8
Cc1ccc(C)c(Cc2c(C)nc3c(C(=O)N4CCOCC4)cnn3c2C)c1 | 0.6 | 0.0 | 18 | 7

# Given with each value named: entries from further up
Cc1ccc(C(C(=O)NC(C)(C)C)N(C(=O)c2csnn2)c2cccc(Cl)c2)o1 (centres undefined)
  GPR151 ag: -0.7
  FBW7 act: -0.1
  MITF inh: 4
  TEAD-YAP block: 4
NNC(=O)c1ccccc1NC(=O)C12CC3CC(CC(C3)C1)C2
  GPR151 ag: -0.3
  FBW7 act: -0.1
  MITF inh: 4
  TEAD-YAP block: 5
CCOc1ccc2[nH]c3cc([N+](=O)[O-])ccc3c(=O)c2c1
  GPR151 ag: 0.1
  FBW7 act: 0.9
  MITF inh: 13
  TEAD-YAP block: 9
Cn1c(CNC(=O)c2ncoc2-c2ccc(F)cc2)nc2ccccc21
  GPR151 ag: 1.1
  FBW7 act: 0.0
  MITF inh: -6
  TEAD-YAP block: -6

# (more compounds)
Structure | GPR151 ag | FBW7 act | MITF inh | TEAD-YAP block
c1ccc(Cc2nc(N3CCN(c4ccccc4)CC3)c3c4c(sc3n2)CCCC4)cc1 | 0.3 | 0.0 | 7 | 3
O=C(NS(=O)(=O)c1ccc(Br)cc1)C(=O)c1ccccc1 | -1.7 | 0.1 | 9 | 4
CCN(CC)C(=O)CSc1nnc(-c2ccc(NC(=O)/C=C/c3ccccc3)cc2)n1C | 3.3 | 0.0 | -3 | 4
CCOC(=O)C(=CNc1cc(-c2cccc(Br)c2)[nH]n1)C(=O)OCC | 1.1 | 0.7 | 6 | -8
CC1CC(C)CN(S(=O)(=O)c2ccc(C(=O)Nc3ccncc3NC(=O)c3ccc(S(=O)(=O)N4CC(C)CC(C)C4)cc3)cc2)C1 (centres undefined) | 0.0 | 0.2 | 12 | -1
CC(C)CC(NC(=O)CN(C)C)c1nnc2n1CCN(C(=O)C1=CCCC1)CC2 (centres undefined) | 0.5 | -0.1 | 23 | 8
CC(C)(O)C#Cc1ccc(C(=O)Nc2ccc3c(c2)OCO3)cc1 | -0.7 | 0.1 | 14 | -27
COC(=O)c1ccccc1NC(=O)C(C)c1ccc([N+](=O)[O-])cc1 (centres undefined) | 2.9 | -0.2 | 7 | 10
O=[N+]([O-])c1ccc(-c2nc(=S)c3c(n2-c2ccccc2)CCCC3)cc1 | 0.7 | -0.3 | -4 | 6
O=C(OCc1cnc(-c2ccccc2)s1)c1ccc(S(=O)(=O)N2CCCC2)cc1 | -0.3 | 0.0 | -3 | 2
COc1ccc(C(=O)Nc2nc3c(s2)CC(C)CC3)c(OC)c1 (centres undefined) | -0.8 | 0.1 | 8 | -22
Cc1ccc(CNC(=O)CN2CCC(n3nnc4cc(C)ccc43)CC2)cc1 | 0.2 | 0.0 | -9 | 9
O=C(NC(=S)NNC(=O)c1cccc2ccccc12)c1ccc([N+](=O)[O-])cc1 | 2.2 | 0.3 | -5 | 0
Cc1sc(NC(=O)COc2ccc3c(C)cc(=O)oc3c2)c(C#N)c1C | 4.3 | -0.1 | 4 | -14
CCS(=O)(=O)N1CCN(c2cnn(-c3ccccc3)c(=O)c2Cl)CC1 | 0.8 | 0.0 | 5 | 5
CCCCC(=O)NNS(=O)(=O)c1ccc2ccccc2c1 | -0.4 | 0.6 | 9 | 25
CCCCC1CN(CC(=O)N2CCN(c3ncccn3)CC2)Cc2ccccc2O1 (centres undefined) | 0.4 | -0.2 | -3 | -8
CC(C)(C)NS(=O)(=O)c1ccc(NC(=O)c2ccccc2F)cc1 | -2.5 | 0.3 | 18 | -17
Cc1ccc2cc(CN(CCO)S(=O)(=O)c3cccc4nsnc34)c(=O)[nH]c2c1C | -1.1 | 0.0 | 1 | 6
CC1/C=C/C=C/CC/C=C/C=C/C=C/C=C/C(O[C@@H]2O[C@H](C)[C@@H](O)[C@H](N)[C@@H]2O)CC(O)C(C(=O)O)C(O)CC(=O)CC(O)C(O)CCC(O)CC(O)CC(O)CC(=O)OC(C)C(C)C1O (some centres undefined) | 0.4 | 0.1 | -2 | x
COc1cc(/C=C2/NC(=O)NC2=O)cc(Br)c1OCC(=O)O | -1.1 | 0.2 | -3 | 9
Cc1cccc(N2CCN(C(=O)c3cccs3)CC2)n1 | -1.5 | -0.1 | 4 | -13
COC(=O)NC(C)c1nc2ccccc2n1Cc1ccccc1F (centres undefined) | -0.7 | -0.1 | 16 | -5
COC(=O)Cc1ccc(NC(=O)c2ccc3c(c2)C(=O)N(C(C)(C)C)C3=O)cc1 | 0.6 | 0.2 | -1 | -9

# Screens: PubChem, The Scripps Research Institute Molecular Screening Center

# Compounds were not picked by outcome (roughly 3.4% active in at least one column).
